EPAC1 antag: EPAC1 (human) antagonism. EPAC1 GEF assay, Rap1b-BODIPY-GDP exchange fluorescence. Potency, µM (highest dose often 115 µM), for the others: at the highest dose activity change, negative = inhibition, hits mostly inhibitors. 360,000 compounds, 0.14% hits. AID 720709;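 note: potency is the fitted concentration of half-maximal effect; plate controls were vehicle for no effect and positive control for full effect; nearly all actives have a fitted effect of over 50% in size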
EPAC1 agonist: EPAC1 (human) agonism. Potency, µM (series often up to 154 µM), for the others: top-dose activation, usual class: activators. EPAC1 agonist qHTS, biochemical assay; response scale: 100% = response to 6.5 mM cAMP. AID 720707. 360,000 compounds, 0.073% hits. O95398; note: potency is the fitted concentration of half-maximal effect; nearly all actives have a fitted effect of over 60% in size
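Fluorescent GDP-exchange assay: 100 nM EPAC1 with 250 nM Rap1B preloaded with BODIPY-GDP and 50 uM GDP; compounds tested as concentration series, 5 min at room temperature, then read every 5 min for 30 min (ex 480/em 540 nm); normalized to 6.5 mM cAMP.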
CCT modulator: changes cytosolic chaperonin activity | activity change, % (test concentration not listed), hits read low | purified chaperonin ATPase assay, HTRF ADP detection, 30 min | 360,000 compounds, 0.3% hits | AID 651819; in the data active = activity change below about -30%; note: % is set by controls: 0 for no effect and ±100 for the full control effect
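ATPase activity: ADP formed was measured by HTRF Transcreener (665/615 nm ratio) after 30 min at 37 deg C with 10 uM ATP. Compounds screened at one 76 uM concentration against 40 or 20 nM TRiC in Tris pH 7.4/KCl/MgCl2/DTT buffer.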
IL2 activator: activators of IL-2. IL-2 activation reporter assay, cell-based qHTS; stimulated with anti-CD3/CD4/CD28 beads; in transgenic mouse T cells. 360,000 compounds, 0.065% hits. AID 652025. activation, % (series mostly up to about 46 µM); in the data active = activation above about 50%; inconclusive = mostly about 30% to 49%; note: 0% is about no effect
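Quantitative HTS in unstimulated transgenic mouse T cells, with memory T cells as non-tolerant control and PMA/ionomycin as tolerance-bypass control. Compound pretreatment lasted 60 minutes before 18 h bead stimulation; EGFP/DsRed fluorescence read.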
EPAC2 agonist: activates human EPAC2 exchange factor | Q8WZA2 | Potency, µM (highest dose often 154 µM), without a hit: top-dose activation, usual class: activators | EPAC2 activation, biochemical qHTS; response scale: 100% = 6.5 mM cAMP response | 360,000 compounds, 0.079% hits; note: potency is the fitted concentration of half-maximal effect; nearly all actives have a fitted effect of over 50% in size
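In this primary screen, activation is scored as increased exchange of BODIPY-GDP from Rap1B by 100 nM EPAC2, with 50 uM GDP as competitor. Signal is normalized to the 6.5 mM cAMP agonist control.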
PLK1 PBD block: blocks phosphopeptide binding to human PLK1 polo-box domain; P53350; Plk1 PBD binding of FITC phosphopeptide, fluorescence polarization; Potency, µM, inactives show max response, negative = inhibition, actives largely listed as inhibitors; 360,000 compounds, 2.8% hits; AID 720504; note: potency is the fitted concentration of half-maximal effect; series mostly up to about 57 µM; % is set by controls: 0 for no effect and ±100 for the full control effect; nearly all actives have a fitted effect of over 65% in size
Target sequence (P53350 whole entry, looked up, the tested form may be a part): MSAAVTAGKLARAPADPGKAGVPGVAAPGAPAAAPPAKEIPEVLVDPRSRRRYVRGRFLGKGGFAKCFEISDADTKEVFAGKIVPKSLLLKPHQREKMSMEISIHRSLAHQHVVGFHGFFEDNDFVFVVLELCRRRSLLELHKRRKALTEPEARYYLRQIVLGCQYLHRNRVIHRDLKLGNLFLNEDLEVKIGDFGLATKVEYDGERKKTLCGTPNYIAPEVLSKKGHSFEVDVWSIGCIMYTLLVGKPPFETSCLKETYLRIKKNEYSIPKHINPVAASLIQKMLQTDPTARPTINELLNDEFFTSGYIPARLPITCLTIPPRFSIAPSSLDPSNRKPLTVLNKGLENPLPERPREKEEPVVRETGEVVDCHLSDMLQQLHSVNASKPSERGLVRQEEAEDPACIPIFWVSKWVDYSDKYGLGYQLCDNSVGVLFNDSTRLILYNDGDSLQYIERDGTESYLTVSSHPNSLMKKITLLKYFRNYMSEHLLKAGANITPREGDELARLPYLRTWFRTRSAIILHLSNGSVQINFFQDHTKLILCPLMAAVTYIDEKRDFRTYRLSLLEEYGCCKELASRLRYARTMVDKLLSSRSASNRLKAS
PI5P4Ka inh: inhibitors of human PI5P4K alpha. P48426. PI5P4Kalpha enzyme, ADP-Glo luminescence, 60 min; hits give low values. max response, %. 330,000 compounds, 1.2% hits. AID 652105; active = max response of -50% or lower; inconclusive = between -30% and -50%; inactive = -30% or higher; note: value at the top dose of about 77 µM; % is set by controls: 0 for no effect and ±100 for the full control effect
Target sequence (P48426 whole entry, looked up): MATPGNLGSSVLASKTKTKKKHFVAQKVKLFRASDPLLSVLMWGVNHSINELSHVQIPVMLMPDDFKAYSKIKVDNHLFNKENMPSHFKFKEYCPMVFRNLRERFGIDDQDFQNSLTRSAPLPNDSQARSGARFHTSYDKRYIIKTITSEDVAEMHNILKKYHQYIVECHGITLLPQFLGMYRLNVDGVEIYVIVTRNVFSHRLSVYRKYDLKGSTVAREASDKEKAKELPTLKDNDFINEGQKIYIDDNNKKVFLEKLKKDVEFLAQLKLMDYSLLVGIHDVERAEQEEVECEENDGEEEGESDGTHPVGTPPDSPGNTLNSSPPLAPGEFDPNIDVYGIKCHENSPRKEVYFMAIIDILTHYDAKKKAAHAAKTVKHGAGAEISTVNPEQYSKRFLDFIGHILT
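PI5P4Kalpha ADP-Glo assay; 5 microM ATP final; 60 min RT reaction; HEPES pH 7.4/EGTA/CHAPS, 5% DMSO; controls lacking substrate or enzyme; luminescent end-point.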
WRN helicase inh: WRN helicase (human) inhibition; Potency, µM (top dose mostly 114 µM), without a hit: at the top dose activity change, negative = inhibition, usual class: inhibitors; 360,000 compounds, 0.46% hits; WRN helicase unwinding, fluorescent forked duplex, kinetic; note: potency is the fitted concentration of half-maximal effect; % is set by controls: 0 for no effect and ±100 for the full control effect; nearly all actives have a fitted effect of over 55% in size
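Kinetic fluorescence helicase assay: unwinding of a quenched forked DNA duplex (100 nM final) with 2 mM ATP final raises red fluorescence (525/598 nm). Compounds sat 15 min at room temperature with 20 nM WRN beforehand.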
Numbers without * were called inactive; ? = inconclusive; . = no result given; [ ] = dose if it differs, or a comment. Unless noted, calls come from the whole dose curve; as a rule, active = well fitted curve in the direction sought with a large enough effect; inconclusive = small, poorly fitted or top-dose-only effect, or another doubt; inactive = no such curve, though single readings can be large; an effect the other way counts as inactive or inconclusive.

SMILES	EPAC1 antag	EPAC1 agonist	CCT modulator	IL2 activator	EPAC2 agonist	PLK1 PBD block	PI5P4Ka inh	WRN helicase inh
COc1ccc(CNC(=O)CCCCCn2c(SCC#N)nc3cc4c(cc3c2=O)OCO4)cc1	0%	13%	-0.8	-0.5	3%	-6%	.	-4%
O=Cc1cnc(N2CCOCC2)nc1	8%	9%	-4.5	-4.5	15%	-14%	-9	5%
Cn1cnnc1SCC(=O)Nc1cc(S(=O)(=O)N2CCCCC2)ccc1Cl	4%	11%	-12	-0.8	1%	-9%	-24	-24%
CCn1c(=NC(=O)c2cccc(N3C(=O)CCC3=O)c2)sc2c(C)ccc(OC)c21	2%	1%	-2.7	-4.6	0%	-7%	-15	-9%
Cc1ccc(S(=O)(=O)Nc2cc(C)cn(Cc3ccccc3)c2=O)cc1	-29%	-7%	-0.1	-0.3	27%	-11%	-1	5%
CCn1cc(C(=O)NC2CCCCCC2)c2cc(OC)c(OC)cc2c1=O	-11%	0%	-1.4	-0.4	4%	-3%	6	-3%
Cc1nc2nc(SCc3ccc([N+](=O)[O-])cc3)[nH]c2cc1Br	10%	1%	-4.3	-1.0	12%	-21%	2	0%
CCOc1ccc(-c2nc(CSCC(=O)NC3CCCc4ccccc43)c(C)o2)cc1 (centres undefined)	13%	6%	1.4	1.9	10%	-2%	.	-2%
O=C1C2C3C=CC(C4CC34)C2C(=O)N1/N=C/c1ccc([N+](=O)[O-])s1 (centres undefined)	-8%	-20%	-1.7	-0.6	11%	-24%	-1	-19%
C=CCSc1nnc(NC(=O)Cc2ccc(OC)c(OC)c2)s1	-16%	2%	-0.8	-0.3	4%	-7%	11	1%[57.1 µM]
CCOC(=O)CCCNC(=O)CCCNC(=O)C(c1ccccc1)c1ccccc1	-12%	2%	-0.9	0.7	2%	0%	.	-1%
Nc1c(C(=O)N2CCCC2)sc2nc3c(cc12)CCCCCC3	2%	5%	-2.6	0.8	-19%	0%	-2	-6%
CC(=O)N/C(=C\c1ccccc1)C(=O)OCc1ccccc1	-6%	4%	1.8	-1.1	15%	-7%	-1	2%
O=C(O)c1ccc(-c2cccc([N+](=O)[O-])c2)o1	-21%	2%	-2.3	3.3	-3%	-28%	-4	-2%
Cc1ccc(C(=O)Nc2cccc(C(=O)N/N=C/c3ccccc3F)c2)cc1	-26%	-11%	-1.5	2.3	-3%	-14%	1	-11%
CCC(NC(=O)c1cccc(Cn2nc(C)c([N+](=O)[O-])c2C)c1)c1ccc(C(C)C)cc1 (centres undefined)	0%	1%	1.6	-0.7	-11%	2%	.	-16%
COc1ccc(OC)c(NC(=O)/C=C/c2ccc(S(=O)(=O)N3CCOCC3)cc2)c1	2%	-8%	-3.9	1.9	2%	-14%	-3	-33%
CC12CCC(C(=O)OC3CCCCC3)(OC1=O)C2(C)C (centres undefined)	-6%	-3%	-3.3	1.7	-10%	6%	0	8%
OCCN1CN=C(Nc2nc3ccccc3o2)NC1	14%	-2%	2.6	-3.7	1%	-8%	4	-9%
N#CC(C#N)=C(N)CSc1cccc[n+]1[O-]	-2%	-9%	0.7	-4.6	11%	-9%	4	15%
O=C(NCC(c1cccs1)N1CCOCC1)c1cc(F)cc(F)c1 (centres undefined)	-6%	9%	0.7	-1.9	9%	-17%	7	6%
O=C(Nc1ccccc1Cl)N1CCN(C/C=C/c2ccccc2)CC1	-14%	-5%	1.7	-1.5	11%	-9%	2	-9%
CCOC(=O)N1CCN(C(=O)c2ccc(CNS(=O)(=O)c3ccc(OC)cc3)cc2)CC1	-16%	5%	-1.5	-1.4	2%	-7%	0	6%
COc1ccc(OCc2cc(C(=O)N3CCCCCC3)no2)c(Cl)c1	-8%	6%	1.4	-4.3	3%	-5%	-1	-10%
COc1ccccc1NS(=O)(=O)c1ccc2oc(SCc3ccc(F)cc3)nc2c1	-15%	8%	-1.4	-0.6	7%	-6%	6	-1%
SMILES	EPAC1 antag	EPAC1 agonist	CCT modulator	IL2 activator	EPAC2 agonist	PLK1 PBD block	PI5P4Ka inh	WRN helicase inh
CC1Cc2ccccc2N1C(=S)NC(=O)C1(C)CC1(Cl)Cl (centres undefined)	-12%	10%	-0.1	-0.6	-8%	-8%	-14	-20%
Cc1ccc(NS(=O)(=O)Cc2ccccc2)cc1Cl	-10%	3%	0.5	-0.9	3%	-5%	15	-27%
Cc1cc(C)n(-c2nc(NCCCO)c3c4c(sc3n2)CCCC4)n1	-1%	2%	-0.7	-0.2	0%	-5%	-5	-23%
Cc1ccc2c(c1)COc1c3ccc(C(=O)N4CCCCC4)cc3nn1-2	-15%	-4%	-0.9	0.2	-4%	5%	-3	8%
COc1ccc(NS(=O)(=O)c2cc(NC(=O)c3cnccn3)ccc2OC)cc1Br	-19%	-4%	1.0	-2.2	9%	2%	0	-1%[57.1 µM]
O=C(CSc1nc2scc(-c3ccco3)c2c(=O)n1-c1ccccc1)NCC1CCCO1 (centres undefined)	-10%	0%	-5.5	-1.8	-3%	-4%	?	-23%
O=C(CO/N=C/c1ccc(OC(F)F)cc1)NCc1ccc(F)cc1	12%	9%	1.4	-0.9	-11%	-20%	3	3%
CCCCNC(=O)C1c2ccccc2OCC(=O)N1CCc1ccc(OC)c(OC)c1 (centres undefined)	-11%	3%	-1.4	-0.9	12%	-7%	-3	6%
Cc1ccc2nc(-c3cccc(Br)c3)c(Cc3ccccc3C(F)(F)F)n2c1	4%	7%	0.4	1.8	-2%	-20%	19	-9%
CCOc1cc(N2CCOCC2)c(OCC)cc1NC(=O)Cc1cn2ccsc2n1	-4%	2%	-2.6	-0.2	9%	-10%	4	4%
CN(CC(=O)NCCN1CCCCCC1)S(=O)(=O)c1cccc2nsnc12	-2%	5%	-3.1	-1.2	11%	-10%	.	-11%
COCCc1ncc(CN2CCC(C(=O)Nc3cccc(-c4cscn4)c3)CC2)cn1	0%	10%	-14	-3.0	4%	19µM*	-6	-4%
CCC(CC)c1nc2ccccc2c(=O)[nH]1	4%	-6%	-0.7	-3.4	4%	0%	6	-3%
CC(=O)Nc1ccc(S(=O)(=O)Nc2ccc3nc(C)sc3c2)cc1	8%	-7%	1.3	-0.1	-4%	-5%	-1	5%
Cc1ccc2nc(NC(=O)C3CCN(C(=O)c4ccc(F)cc4)CC3)sc2c1	0%	0%	-3.0	-4.4	-6%	-2%	0	-19%
C=CCNc1nc(N)c(C(=O)Nc2cc(C)on2)s1	-8%	15%	-5.2	-1.8	9%	-6%	.	-3%
Cc1ccc(CC(=O)O/N=C(\N)c2ccccn2)cc1	8%	2%	0.2	-2.6	8%	-4%	0	7%
COc1ccc(C2/C=C\CN(Cc3ccncc3)CC(=O)N2Cc2ccc(F)cc2)cc1 (centres undefined)	-5%	-2%	3.1	-0.2	4%	-9%	3	-1%
CC1(C)N=C(N)N=C(N)N1c1ccc(OCC(=O)Nc2ccccc2)c(Cl)c1	-4%	9%	-1.1	-2.8	11%	-9%	-1	15%
CC(C)(C)NC(=O)c1ccc2c(c1)N(CC(=O)N1CCCC1)C(=O)C(C)(C)O2	10%	7%	-1.3	0.8	14%	-11%	3	11%
Cc1c(Cc2ccccc2)c(=O)oc2cc(OCC(=O)N3CCC(C(=O)O)CC3)ccc12	-9%	-23%	-0.1	-0.6	9%	-15%	-8	1%
CCSC1=NCCN1S(=O)(=O)c1ccccc1	0%	-4%	0.9	5.3	1%	7%	-2	4%
CCc1ccc(NC(=O)C(=O)NCC2CCCN2S(=O)(=O)c2ccccc2)cc1 (centres undefined)	-9%	0%	0.0	-3.7	6%	-5%	-4	-1%

Quoted at random: six entries already listed, in no set order.
SMILES	EPAC1 antag	EPAC1 agonist	CCT modulator	IL2 activator	EPAC2 agonist	PLK1 PBD block	PI5P4Ka inh	WRN helicase inh
C=CCNc1nc(N)c(C(=O)Nc2cc(C)on2)s1	-8%	15%	-5.2	-1.8	9%	-6%	.	-3%
Cc1ccc2nc(NC(=O)C3CCN(C(=O)c4ccc(F)cc4)CC3)sc2c1	0%	0%	-3.0	-4.4	-6%	-2%	0	-19%
CC(=O)Nc1ccc(S(=O)(=O)Nc2ccc3nc(C)sc3c2)cc1	8%	-7%	1.3	-0.1	-4%	-5%	-1	5%
COCCc1ncc(CN2CCC(C(=O)Nc3cccc(-c4cscn4)c3)CC2)cn1	0%	10%	-14	-3.0	4%	19µM*	-6	-4%
Cc1ccc2c(c1)COc1c3ccc(C(=O)N4CCCCC4)cc3nn1-2	-15%	-4%	-0.9	0.2	-4%	5%	-3	8%
CCc1ccc(NC(=O)C(=O)NCC2CCCN2S(=O)(=O)c2ccccc2)cc1 (centres undefined)	-9%	0%	0.0	-3.7	6%	-5%	-4	-1%

Record cards, as listed above.
Profile of CCSC1=NCCN1S(=O)(=O)c1ccccc1 : EPAC1 antag: 0%; EPAC1 agonist: -4%; CCT modulator: 0.9; IL2 activator: 5.3; EPAC2 agonist: 1%; PLK1 PBD block: 7%; PI5P4Ka inh: -2; WRN helicase inh: 4%
Profile of CCC(NC(=O)c1cccc(Cn2nc(C)c([N+](=O)[O-])c2C)c1)c1ccc(C(C)C)cc1 (centres undefined) : EPAC1 antag: 0%; EPAC1 agonist: 1%; CCT modulator: 1.6; IL2 activator: -0.7; EPAC2 agonist: -11%; PLK1 PBD block: 2%; PI5P4Ka inh: .; WRN helicase inh: -16%
Profile of COc1ccc(OC)c(NC(=O)/C=C/c2ccc(S(=O)(=O)N3CCOCC3)cc2)c1 : EPAC1 antag: 2%; EPAC1 agonist: -8%; CCT modulator: -3.9; IL2 activator: 1.9; EPAC2 agonist: 2%; PLK1 PBD block: -14%; PI5P4Ka inh: -3; WRN helicase inh: -33%

Only part of the results is shown; count on the stated rates, not on these rows.
